Gal4-VP16 FLuc = counter-screen for ROR gamma inhibitors: Gal4-VP16 reporter; AID 2546; Potency, µM (top dose mostly 53.6 µM), inactives show top-dose activity, negative = inhibition, hits mostly inhibitors; actives 3.5% (n = 310,000); Drosophila S2 Gal4-VP16 UAS-luciferase, luminescence, 20 h;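 further: Gal4-VP16 expression switched on by copper sulfate through the metallothionein promoter; on the % scale 0 is the no-effect control and ±100 the full control effect; nearly all actives have a fitted effect of over 50% in size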
Rab9 promoter act = activates the Rab9 promoter; Potency, µM (top dose mostly 9.22 µM), for the others: at the top dose activation, negative = inhibition, hits mostly activators; Huh7 Rab9 promoter-luciferase reporter, luminescence, 24 h; actives 2.8% (n = 320,000); AID 485297; further: % of control where 0% means no effect; nearly all actives have a fitted effect of over 60% in size
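Using Huh7 cells stably transfected with Rab9 promoter–luciferase, compounds were incubated 24 h at 37 °C, 5% CO2; luciferase luminescence was read 10 min after reagent addition.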
BRCA1 expr act = activators of BRCA1 expression; MCF7-BRCA1-FFLuc reporter, luminescence, 48 h; response scale: scaled: vehicle 0%, 10 µM genistein 100%; Potency, µM (titrated, usually from 46.1 µM), for the others: at the highest dose activation, usual class: activators; actives 1.1% (n = 380,000); further: nearly all actives have a fitted effect of over 80% in size; some results filed as inactive show a strong effect at the top dose
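Using MCF7 cells harboring a BRCA1 firefly luciferase reporter, plated 2 h before compound pinning, the screen measured luminescence after 48 h incubation. Responses were normalized to DMSO and 10 microM genistein, then fitted for concentration-effect.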
RORgamma inh = ROR gamma (mouse) transcription inhibition | Drosophila S2 Gal4-RORgamma UAS-luciferase reporter, 20 h | Potency, µM (series often up to 53.6 µM), without a hit: at the highest dose activity change, negative = inhibition, usual class: inhibitors | actives 5.4% (n = 310,000) | AID 2551; further: on the % scale 0 is the no-effect control and ±100 the full control effect; nearly all actives have a fitted effect of over 60% in size
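Luminescence from a UAS-regulated Photinus luciferase reporter in stably transfected Drosophila Schneider cells is measured; decreased signal marks ROR gamma inhibition. Fusion expression is induced by 700 uM copper sulfate for 20 hr.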
FLuc modulator = firefly luciferase modulation, counter-screen for miR-21 project; P08659; purified FLuc, Km substrates, luminescence inhibition; Potency, µM (series often up to 57.5 µM), inactives show at the highest dose activity change, negative = inhibition, actives largely listed as inhibitors; actives 6.9% (n = 360,000);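 further: plate controls were vehicle for no effect and reference inhibitor for full effect; nearly all actives have a fitted effect of over 55% in size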
Target sequence (P08659 whole entry, looked up): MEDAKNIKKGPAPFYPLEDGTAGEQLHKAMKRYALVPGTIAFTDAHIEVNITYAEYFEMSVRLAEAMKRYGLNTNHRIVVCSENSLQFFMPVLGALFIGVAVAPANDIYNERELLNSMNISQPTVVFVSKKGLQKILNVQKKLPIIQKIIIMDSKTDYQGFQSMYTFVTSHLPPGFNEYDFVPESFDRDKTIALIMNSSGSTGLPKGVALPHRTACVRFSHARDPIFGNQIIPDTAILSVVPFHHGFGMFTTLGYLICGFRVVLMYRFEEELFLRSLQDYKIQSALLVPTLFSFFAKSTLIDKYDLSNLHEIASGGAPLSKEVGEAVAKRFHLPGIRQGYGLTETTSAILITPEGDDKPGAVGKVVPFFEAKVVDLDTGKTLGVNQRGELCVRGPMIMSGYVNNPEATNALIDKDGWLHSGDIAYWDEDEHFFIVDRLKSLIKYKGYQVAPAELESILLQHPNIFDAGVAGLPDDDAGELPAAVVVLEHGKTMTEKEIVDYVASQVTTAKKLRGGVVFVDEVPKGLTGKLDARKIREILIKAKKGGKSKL
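Purified P. pyralis luciferase (10nM final) with 10uM D-luciferin and 10uM ATP (Km levels) in 50mM Tris acetate pH 7.5, 10mM Mg acetate, 0.01% Tween-20, 0.05% BSA; qHTS 6-point titration, ~60 µM downward; luminescence read.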
NPC1 prom act = activates the NPC1 promoter. Huh7 NPC1 promoter luciferase reporter, 24 h. Potency, µM (top dose mostly 9.22 µM), for the others: at the top dose activation, actives largely listed as activators. actives 2.4% (n = 320,000). AID 485313;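 further: % of control where 0% means no effect; nearly all actives have a fitted effect of over 60% in size; reporter is driven by a mutant NPC1 promoter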
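Stable NPC1-promoter luciferase Huh7 line; cpd (DMSO) 24 h, 37 °C, 5% CO2; Amplite luciferase reagent 10 min RT; luminescence readout. qHTS format.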
MBNL1-CUG inh = MBNL1-poly(CUG) RNA binding inhibition | Q9NR56 | TR-FRET MBNL1-His/biotin-(CUG)12 binding, 665/545 ratio | Potency, µM (top dose mostly 57.5 µM), for the others: at the highest dose activity change, negative = inhibition, hits mostly inhibitors | actives 0.036% (n = 280,000) | AID 2675; active means well fitted inhibition curve with a large enough effect in the signal ratio, with a control signal flat, not every such curve was filed as active; inconclusive means small, poorly fitted or top-dose-only effect, or effect the other way, or a change in a side signal; inactive means no such curve, though single readings can be large or run the other way; the % refers to the signal ratio; further: on the % scale 0 is the no-effect control and ±100 the full control effect
Target sequence (Q9NR56 whole entry, looked up): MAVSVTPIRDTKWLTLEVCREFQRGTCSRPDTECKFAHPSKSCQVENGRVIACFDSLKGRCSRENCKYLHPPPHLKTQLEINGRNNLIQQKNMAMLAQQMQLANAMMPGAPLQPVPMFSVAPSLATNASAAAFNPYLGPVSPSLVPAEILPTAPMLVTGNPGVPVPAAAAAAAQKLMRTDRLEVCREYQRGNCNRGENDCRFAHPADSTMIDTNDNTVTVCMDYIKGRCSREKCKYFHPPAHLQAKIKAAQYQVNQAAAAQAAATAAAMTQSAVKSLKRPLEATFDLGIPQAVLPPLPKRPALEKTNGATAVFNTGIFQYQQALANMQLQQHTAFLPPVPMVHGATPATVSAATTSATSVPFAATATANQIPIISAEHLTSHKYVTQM
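His-tagged MBNL1 binding to biotinylated (CUG)12 RNA was measured by TR-FRET using terbium anti-His antibody (0.055 ng/ul final) and streptavidin-XL665 (5 nM final). Compounds were titrated 92 nM to 58 uM; 60 min at room temperature.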
uPA surface inh = inhibitors of cell surface uPA generation; Potency, µM (series often up to 38.3 µM), without a hit: at the top dose activity change, negative = inhibition, hits mostly inhibitors; cell surface uPA generation assay, qHTS; AID 540303; actives 0.31% (n = 330,000); active means well fitted inhibition curve with a large enough effect; inconclusive means small, poorly fitted or top-dose-only effect; inactive means no such curve, though single readings can be large or run the other way; tested in mouse RAW 264.7 cells; further: on the % scale 0 is the no-effect control and ±100 the full control effect; nearly all actives have a fitted effect of over 55% in size
ELG1 genotox = induces genotoxicity in HEK293T cells with luciferase-tagged ELG1. AID 504466. actives 1.3% (n = 330,000). HEK293T ELG1-luciferase reporter, luminescence, 16 h. Potency, µM (top dose mostly 46 µM), inactives show at the top dose activity change, positive = activation, most hits filed as activators; further: % of control where 0% means no effect; nearly all actives have a fitted effect of over 60% in size
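DMSO vehicle served as control against compound-treated ELG1-luciferase HEK293T cells; exposure lasted 16 hr at 37 °C and 5% CO2, followed by ONE-Glo luminescence detection after 30 min.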
p53 reactivator = restores transcriptional activity of mutant p53 | H1299 p53-A138V BP100-luciferase reporter, luminescence, 24 h | Potency, µM (series often up to 92.2 µM), for inactives: at the highest dose activity change, positive = activation, usual class: activators | actives 0.063% (n = 320,000) | AID 504706; further: % of control where 0% means no effect; nearly all actives have a fitted effect of over 45% in size
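p53-null H1299 cells stably carrying temperature-sensitive p53-A138V and a BP100-luciferase reporter were pinned with compounds (4-point, 1:5 series) and held 24 hrs at 37 deg C. Luminescence was read 10 min after detection reagent.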
Starred values were filed as active, the others as inactive; ? = inconclusive; · = no result given; & = joins results of further samples; ! = repeats disagree; [ ] = remark or other dose. Unless noted, the call rests on the fitted dose curve; in most records, active means well fitted curve in the direction sought with a large enough effect; inconclusive means small, poorly fitted or top-dose-only effect, or another doubt; inactive means no such curve, though single readings can be large; an effect the other way counts as inactive or inconclusive. Potency means the concentration at half of the fitted maximal effect. Compounds as they come; 13% or so of the library scored in one or more.

no.	molecule	MBNL1-CUG inh	p53 reactivator	BRCA1 expr act	uPA surface inh	ELG1 genotox	RORgamma inh	Gal4-VP16 FLuc	FLuc modulator	NPC1 prom act	Rab9 promoter act
1	Cc1ccc2c(c1)sc(=NC(=O)c1cccs1)n2C	247.2%[activator]	?	-80.4%	?	0.517µM*	8.91µM*	7.94µM*	0.151µM*	3.55µM*	3.55µM*
2	Fc1ccccc1NC(=S)NNc1ncc(C(F)(F)F)cc1Cl	0.0%	-2.1%	-78.0%	-2.3%	-4.2%	?	15.8µM*	-1.2%	0.1%	-16.3%
3	CC(C)(NC(=O)c1ccccc1)c1nc2ccccc2s1	·	19.2%	-0.8%	4.3%	2.9%	·	·	?	1.4%	2.2%
4	CCN(CC)S(=O)(=O)c1cccc(-c2nnc(SC(C)C(=O)NCCC3=CCCCC3)o2)c1 (stereo unspecified)	-3.1%	1.3%	-46.6%	-4.6%	-11.4%	-24.7%	2.4%	2.7%	-1.8%	-4.5%
5	CC1CCCCC1NC(=O)COc1ccccc1C#N (stereo unspecified)	·	?	5.8%	?	4.8%	·	·	·	2.5%	22.5%
6	COc1ccc(NC(=O)/C=C/c2c(Cl)nc3ccccn23)cc1	·	0.0%	2.0%	11.1%	-1.0%	?	14.3%	?	0.5%	?
7	O=C(Cn1cnc2c(oc3ccccc32)c1=O)NCC1CCCO1 (stereo unspecified)	-3.3%	-0.5%	52.3%	1.9%	4.7%	35.0%	-11.1%	0.8%	3.1%	-0.5%
8	CC(=O)c1ccc(N2CCN(C(=O)c3cc(S(=O)(=O)N4CCOCC4)ccc3C)CC2)cc1	·	-1.7%	-21.6%	-1.7%	2.2%	·	·	·	·	·
9	COc1ccc(Nc2oc(COc3ccc(OC)cc3)nc2C#N)cc1	7.5%	-7.1%	-68.4%	-7.0%	-2.6%	?	?	?	0.0%	-0.9%
10	Cc1ccc(NC(=O)c2ccc(Cn3cc(Br)cn3)o2)cc1	-6.2%	7.7%	-7.9%	-2.6%	0.5%	18.6%	-4.7%	?	-5.7%	-6.8%
11	CCCC(=O)Nc1ccc(N2CCN(C(=O)c3cccs3)CC2)cc1	-1.7%	2.9%	0.0%	-0.5%	-8.2%	-6.0%	10.8%	0.1%	-1.5%	2.9%
12	CCCCCn1c(N2CCCC2)nc2c1c(=O)n(C)c(=O)n2C	-1.2%	2.8%	-10.3%	-6.6%	-3.0%	29.0%	-0.5%	1.8%	-3.0%	-3.4%
13	COc1ccc(C/C(N)=N/OC(C)=O)cc1OC	-0.1%	-6.9%	5.4%	-2.9%	3.1%	-20.7%	-14.0%	3.9%	2.0%	-3.3%
14	Cc1cc(SCC(=O)NCCC2=CCCCC2)nc2ccccc12	-17.5%	-6.6%	-28.2%	9.8%	-1.1%	?	6.31µM*	4.6%	-0.9%	-1.1%
15	N#CC1=C(N)SC(N)=C(C#N)C1CCC1CCCCC1	5.8%	-6.2%	·	·	-18.4%	-42.8%	-17.8%	-0.3%	-1.7%	-10.1%
16	Cc1cc(C)cc(N(CCC#N)C(=O)CSC2=Nc3ccccc3C3CC=NN23)c1 (stereo unspecified)	-4.4%	-3.2%	-47.0%	-2.5%	-4.1%	-2.1%	5.6%	-8.8%	1.7%	-4.9%
17	O=C(Cn1nnc2ccccc2c1=O)Nc1ccc2c(c1)CCC2	23.0%	?	8.7%	6.1%	2.2%	?	3.0%	-0.5%	1.1%	27.5%
18	O=c1oc(-c2ccccc2)nc2ccsc12	-2.6%	15.5%	35.8%	-1.6%	16.4%	-1.8%	?	?	14.9%	11.7%
19	CCOC(=O)c1c(N)n[nH]c1-c1ccccc1	9.6%	-2.7%	-0.6%	0.2%	-0.6%	-8.3%	-6.0%	0.4%	0.7%	-2.9%
20	COc1ccccc1NC(=O)COc1coc(CN2CCN(c3ccccc3)CC2)cc1=O	·	-3.5%	0.5%	8.6%	2.6%	·	·	1.5%	2.8%	-3.7%
21	CCCCOc1ccc(N(CC(=O)NC2CCCCC2)C(=O)CCC(=O)Nc2ccccn2)cc1	1.2%	-11.3%	4.5%	-8.3%	-2.9%	2.8%	-2.4%	-2.7%	-1.3%	-1.1%
22	Cc1cccc(N2CCN(C(=O)c3ccc4ccccc4c3)CC2C)c1 (stereo unspecified)	·	1.9%	-60.6%	-2.9%	-6.3%	·	·	·	·	·
23	COc1ccc(N2CCN(CC(=O)Nc3nc(C)cs3)CC2)cc1	-2.5%	·	-26.5%	-3.3%	-4.6%	1.9%	-7.0%	9.9%	-2.9%	-4.2%
24	COC(=O)c1ccc(C2c3c(oc4ccccc4c3=O)C(=O)N2CCCN2CCOCC2)cc1 (stereo unspecified)	23.7%	-3.4%	-18.3%	-14.5%	3.1%	?	-4.1%	-4.8%	0.9%	-10.9%
25	CCOc1ccc(C(=O)NC(=S)NCc2cccnc2)cc1	·	-5.4%	-20.3%	2.1%	-0.1%	?	-22.1%	-17.9%	1.9%	0.4%
26	O=c1ccc(-c2ccccc2)nn1Cc1ccc(F)cc1Cl	9.1%	-6.2%	-20.2%&-12.7%	2.9%	0.0%	-7.4%	-6.4%	-1.6%&-1.4%	2.3%	-6.8%
27	C=CCNC(=S)N/N=C(\C)c1ccc(OC)cc1	-5.8%	?	-2.0%	-2.4%	-3.7%	0.708µM*	1.12µM*	-5.0%	-0.4%	-2.5%
28	C=CCOc1ccc(/C(CC)=N/O)c(OC)c1	1.5%	20.3%	65.0%	-1.3%	?	35.7%	9.5%	-2.0%	0.7%	15.7%
29	Cc1ccc(NC(=O)CCC(=O)NNC(=O)C(c2ccccc2)c2ccccc2)c(C)c1	-14.5%	-6.4%	0.5%	9.6%	1.7%	-8.9%	-2.3%[0.365 µM]	-0.9%	1.4%	-9.2%
30	COc1cccc(N2CCN(S(=O)(=O)c3cccc4cccnc34)CC2)c1	-1.4%	-4.2%	-13.5%	-4.0%	-8.3%	23.4%	13.5%	2.4%	-1.8%	-7.6%
31	Cc1cc(/C=C2/NC(=O)NC2=O)c(C)n1-c1ccc(C#N)cc1	?	-4.5%	-33.9%	-0.4%	2.3%	30.1%	3.1%	0.1%	-3.1%	0.6%
32	CC(=O)Nc1cc(N=Cc2ccc(O)cc2O)c(Cl)cc1Cl	-8.1%	4.9%	-51.2%	-14.0%	0.1%	-12.3%	-9.3%	-0.6%	-1.4%	-0.7%
33	COc1cc(/C=C2\C(=N)N3N=CSC3=NC2=O)cc(Br)c1OC(=O)c1ccco1	-1.6%	1.4%	26.4%	1.9%	-0.3%	-26.4%	0.2%	?	1.5%	-3.7%
34	COc1ccccc1NS(=O)(=O)c1cc(NC(=O)c2cccs2)ccc1N1CCOCC1	-1.4%	2.1%	-65.4%	0.7%	-0.4%	22.6%	-0.3%	-0.2%	3.9%	-2.1%
35	CCCN(C(=O)CSc1cc(-c2ccccc2)c2ccc(OC)cc2n1)C1CCS(=O)(=O)C1 (stereo unspecified)	17.4%	-14.3%	-21.2%	-3.0%	-3.8%	?	-5.6%	2.8%	2.2%	3.4%
36	COc1cc(CCC(=O)Nc2nnc(C)s2)cc(OC)c1OC	-0.5%	3.5%	-34.5%	-16.9%	11.4%	11.6%	-4.4%	4.3%	-34.4%[inhibitor]	-22.9%
37	Cc1cc(NC(=O)CN2CCN(S(=O)(=O)c3ccc4ccccc4c3)CC2)no1	-3.9%	-3.9%	-3.7%	2.0%	1.0%	10.2%	-4.7%	-0.4%	4.2%	-3.4%
38	CCOc1cccc2cc(C(=O)N3CC(C)OC(C)C3)c(=O)oc12 (stereo unspecified)	9.1%	·	1.1%	-6.6%	1.6%	-5.2%	-2.3%	-0.7%	-3.1%	1.7%
39	CC(C)/C=N\NC(=O)CCCCC(=O)N/N=C/C(C)C	-20.3%	6.4%	-9.9%	-2.1%	1.1%	-6.4%	-12.3%	0.3%	-3.1%	-2.0%
40	O=C(CN1CCCCC1)Nc1ccccc1-c1ccccc1	-2.0%	-2.9%	-35.7%	4.3%	-2.0%	6.8%	-0.1%	-1.9%	0.0%	-0.1%
41	Cc1ccc(S(=O)Cc2ccc(C(=O)N3CCN(C(=O)c4ccco4)CC3)o2)cc1 (stereo unspecified)	-0.2%	4.6%	4.3%	1.8%	0.7%	-4.9%	-7.5%	1.8%	-0.8%	-0.4%
42	COc1ccc(CONc2ncnc3nonc23)cc1[N+](=O)[O-]	?	7.9%	1.5%	-1.3%	9.9%	32.0%	2.5%	0.9%	-0.8%	-2.4%
43	CCN1C(=O)[C@H]2[C@@H](c3ccc(Cl)cc3)N3C(=O)CN(CC4CC4)C(=O)[C@@]3(Cc3ccccc3)[C@H]2C1=O	0.9%	·	8.9%	0.0%	3.0%	4.4%	-0.5%	0.2%	-5.8%	1.7%
44	CCN1C(=S)N[C@@H](CCc2ccccc2)C(C(=O)OC)=C1C	5.3%&-4.5%	·	-36.8%	10.0%	-8.1%	4.47µM*!	?	-1.3%&5.9%	4.5%&-0.1%	-0.9%&-6.1%
45	Cc1c(C(=O)N(C)CCC#N)oc2ccc(S(=O)(=O)N3CCOCC3)cc12	3.6%	5.1%	-19.7%	-5.5%	0.1%[9.26 µM]	0.1%	-1.8%	-0.4%	-8.0%	-1.9%

Assay outcomes (PubChem BioAssay)
